AID2073: inhibitors of Mint1-CaV2.2 protein interaction, biochemical, HTRF (AID 2073) | Voltage-dependent N-type calcium channel subunit alpha-1B (Homo sapiens) | HTRF protein-protein interaction, Mint1-CaV2.2; higher % means a stronger effect | one-dose inhibition, % at 20 µM; IC50 in µM for titrated hits | hit rate 0.19% among 290,000; in the data active means inhibition mostly above about 51%, no sharp cut-off; inconclusive means no clear call, values can overlap the other calls; inactive means mostly below about 53%; further: some results filed as inactive read as strong as hits
MgcRacGAP inhibition: MgcRacGAP GTPase-activating activity inhibitors, confirmation, biochemical, ADP Hunter fluorescence. Rac GTPase-activating protein 1 (Homo sapiens). MgcRacGAP-stimulated Rac1 GTP hydrolysis, ADP Hunter fluorescence; higher % means a stronger effect; GST-tagged Rac1 F28L mutant substrate. inhibition, % at 30 µM; hits with a dose series show IC50 in µM. hit rate 0.6% among 340,000;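 active means first-screen hits whose inhibition reached a set limit at any dose in the follow-up dose series; inconclusive means inhibition above the set first-screen limit but never retested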;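 further: fluorescence reports GDP produced by GAP-driven GTP hydrolysis; strong numbers were not always called active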
NTR1 ag: agonists of NTR1, primary screen, imaging, U2OS cells, beta-arrestin-GFP, high content (AID 493036); Neurotensin receptor type 1 (Homo sapiens), P30989; NTR1-U2OS beta-arrestin-GFP spot imaging, agonist mode; activation, % at 20 µM; hit rate 0.17% among 330,000;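 active means activation at or above 40% of the spot to cytoplasm intensity ratio, with at least 20 cells analyzed; inconclusive means wells under 20 cells, flagged as cytotoxic or low count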;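 further: 0% = DMSO without peptide and 100% = 100 nM NTR1 peptide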
Target sequence (P30989 whole entry, looked up): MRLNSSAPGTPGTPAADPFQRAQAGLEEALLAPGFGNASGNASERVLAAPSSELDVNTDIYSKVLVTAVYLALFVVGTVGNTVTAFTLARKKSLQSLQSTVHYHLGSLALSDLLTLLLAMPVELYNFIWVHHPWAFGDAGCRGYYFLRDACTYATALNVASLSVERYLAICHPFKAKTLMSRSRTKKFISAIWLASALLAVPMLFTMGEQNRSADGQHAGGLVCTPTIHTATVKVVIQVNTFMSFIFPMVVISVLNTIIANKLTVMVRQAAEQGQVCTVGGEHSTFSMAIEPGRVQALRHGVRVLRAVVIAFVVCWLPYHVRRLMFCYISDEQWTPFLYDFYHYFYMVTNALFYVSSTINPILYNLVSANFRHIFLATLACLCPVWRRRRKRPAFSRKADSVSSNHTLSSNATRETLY
Yfh1-off respiration: enhancers of respiration in Yfh1-depleted yeast, dose response, Friedreich's ataxia, plus single-dose screen (AID 1465); S. cerevisiae Yfh1-off respiration, WST-1 reduction, 72 h; higher fold induction means a stronger effect; fold induction at 50 µM; hits with a dose series show EC50 in µM; hit rate 0.074% among 220,000;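 active means fold induction of absorbance versus untreated yeast above a set limit, then at least 30% activation at any dose in follow-up; inconclusive means repeats straddling the limit, or above it without dose testing; inactive means fold induction below the set limit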;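 further: activators that raise dye reduction in frataxin-depleted yeast; strong numbers were not always called active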
GPR55 beta-arrestin: GPR55 agonists via beta-arrestin recruitment, primary screen, imaging, U2OS cells, beta-arrestin-GFP redistribution (AID 1961) | G-protein coupled receptor 55 (Homo sapiens) | U2OS GPR55 beta-arrestin-GFP redistribution imaging; higher % means a stronger effect | one-dose activation, % at 10 µM; EC50 in µM for titrated hits | hit rate 0.048% among 290,000;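 active means activation above 40% with more than 50 cells counted in the well; inconclusive means wells holding fewer than 50 cells, flagged as toxic or sparse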;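 further: U2OS osteosarcoma cells stably expressing GPR55 and beta-arrestin-GFP; plate controls were DMSO negative control for no effect and LPI positive control for full effect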
GPR35 arrestin U2OS: GPR35 antagonists blocking zaprinast-driven arrestin recruitment, primary screen, imaging, U2OS, beta-arrestin-GFP, zaprinast agonist (AID 2058) | G-protein coupled receptor 35 (Homo sapiens) | inhibition, % at 10 µM; hits with a dose series show IC50 in µM | U2OS GPR35 beta-arrestin-GFP translocation imaging, zaprinast antagonism; higher % means a stronger effect | hit rate 0.052% among 290,000;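 active means inhibition of at least 50% with at least 30 cells and total cytoplasm GFP at most 10,000,000; inconclusive means under 30 cells or total GFP of 10,000,000 plus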
GPR55 LPI antagonism: GPR55 antagonists blocking LPI-driven arrestin recruitment, primary screen, imaging, U2OS, beta-arrestin-GFP, LPI agonist (AID 2013) | G-protein coupled receptor 55 (Homo sapiens) | U2OS GPR55 beta-arrestin-GFP translocation imaging, LPI antagonism; higher % means a stronger effect | inhibition, % at 10 µM; hits with a dose series show IC50 in µM | hit rate 0.13% among 290,000;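 active means spots per cell inhibited over 60%, with over 100 cells counted and total cytoplasm intensity under 500,000; inconclusive means wells with under 100 cells, flagged as likely toxic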;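 further: U2OS cells stably carrying GPR55 and arrestin-GFP stimulated by 5 µM LPI near EC80; imaged beta-arrestin-GFP aggregate spots per cell after agonist stimulation; plate controls were LPI-stimulated DMSO wells for no effect and DMSO wells without LPI for full effect; some results filed as inactive read as strong as hits; confirmed hits need IC50 under 10 µM and bright autofluorescent wells are also inconclusive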
SV40 large T antigen: SV40 large T antigen inhibitors, biochemical (AID 1903); SV40 large T antigen ATPase/helicase inhibition assay; higher % means a stronger effect; one-dose inhibition, % at 20 µM; IC50 in µM for titrated hits; hit rate 0.39% among 310,000; in the data active means a potency from the dose series; inconclusive means inhibition mostly from about 32% at the one dose, without a potency; inactive means the rest, 99 in 100 with inhibition below about 32%; further: strong numbers were not always called active
NS5 inhibitors: Dengue-2 NS5 methyltransferase inhibitors, primary screen, biochemical, confirmation dose response (AID 588689); Genome polyprotein (Dengue virus type 2 (strain 16681-PDK53)); inhibition, % at 25 µM; hits with a dose series show IC50 in µM; hit rate 0.3% among 340,000; Dengue-2 NS5 methyltransferase capping enzyme assay, biochemical; higher % means a stronger effect; in the data active means a potency from the dose series; inconclusive means inhibition above about 29% without an active follow-up result
NTR1 ag cell count 20 µM: further read-out of NTR1 ag, marked with its call; cell count; measured here: cell count, cytotoxicity flag
NS5 inhibitors pilot replicate: recorded beside NS5 inhibitors, whose call it bears; inhibition, %; measured here: pilot screen replicate inhibition
Starred values were filed as active, the others as inactive; i = inactive; ? = inconclusive; . = not tested or not shown.

SMILES	AID2073	MgcRacGAP inhibition	NTR1 ag	NTR1 ag cell count 20 µM	Yfh1-off respiration	GPR55 beta-arrestin	GPR35 arrestin U2OS	GPR55 LPI antagonism	SV40 large T antigen	NS5 inhibitors	others
CCCCN1C(=O)CCC(C(=O)O)C1c1ccccc1 (stereo not drawn)	-6%	4%	0.1	87	i	0.0%	2%	-9%	4%	-10%
Cc1cc(-c2ccccc2)[nH]c(=O)c1S(=O)(=O)c1ccccc1	17%	1%	-3.4	79	i	0.6%	-4%	8%	-2%	-1%
Cc1ccc(C(=O)OCC(=O)NCc2cccs2)cc1	-1%	3%	-1.2	102	i	-0.1%	2%	8%	16%	0%
Cn1c(C(O)c2ccccc2)nc(Cl)c1Cl (stereo not drawn)	-4%	8%	-0.3	32	i	-0.3%	15%	7%	4%	-2%
CCCCc1ccc(NC(=S)NCc2ccc(OC)cc2)cc1	-8%	7%	2.4	87	i	0.2%	-7%	3%	5%	-7%
CSc1ccc(-c2nc(CSCC(=O)NCCCN3CCOCC3)c(C)o2)cc1	13%	6%	-0.7	77	i	0.2%	-4%	-3%	5%	3%
CCn1nnnc1SCC(=O)Nc1nc(-c2cccs2)cs1	-1%	10%	-1.9	56	i	0.4%	-7%	8%	2%	2%
O=C(c1ccc(N2CCCCC2)c([N+](=O)[O-])c1)N(Cc1ccccc1)c1ccccn1	-7%	3%	-0.6	92	i	-2.1%	17%	23%	11%	-3%
CCOCCOC(=O)COc1ccc2c(-c3ccccc3)cc(=O)oc2c1	0%	-2%	-0.6	53	i	0.1%	-2%	16%	12%	0%
CCC(C)N(C(=O)CCC(=O)Nc1cc(C)on1)C(C(=O)NC(C)(C)C)c1ccccc1Cl (stereo not drawn)	-3%	6%	-1.8	49	.	-0.2%	6%	-4%	0%	-4%
O=C1C(Br)=Cc2cccc3cccc1c23	8%	14%	.	.	?	0.4%	3%	-7%	0%	?
CCOC(=O)Cc1csc(NC(=O)CSc2nnnn2-c2ccc(C)c(C)c2)n1	-6%	12%	0.1	48	i	0.4%	10%	8%	7%	2%
CC(=O)c1cccc(NC(=O)NC2CCCCC2)c1	-2%	8%	-0.8	51	i	-0.2%	-8%	5%	2%	-1%
Cc1ccc(OC(C)C(=O)Nc2ccc3c(c2)n(C)c(=O)n3C)c(C)c1 (stereo not drawn)	-2%	4%	-0.6	58	.	-0.1%	3%	18%	11%	-6%
C/C=C(/C)C(=O)OC1Cc2c(ccc3ccc(=O)oc23)OC1(C)C (stereo not drawn)	-9%	0%	2.0	101	i	0.0%	7%	-4%	2%	-5%
COc1ccc(C(=O)Cc2ccccc2)cc1OC	14%	5%	2.0	42	i	-0.2%	-11%	-2%	8%	-4%
O=C1NCCC/C1=N/Nc1ccc(F)cc1	-14%	.	-1.9	82	i	-0.3%	5%	3%	5%	.
COc1cccc(NC(=O)C2C3C=CC4(O3)C2C(=O)N(CCN2CCCCC2)C4C(=O)NC2CCCCC2C)c1 (stereo not drawn)	4%	4%	-0.5	44	.	0.8%	-7%	-1%	3%	-2%
COc1ccc(NS(=O)(=O)c2cccc(C(=O)N3CCN(Cc4cc(OC)ccc4OC)CC3)c2)cc1	0%	10%	1.2	50	.	-0.1%	-19%	4%	9%	0%
Clc1ccc(CO/N=C2\CCCc3nonc32)c(Cl)c1	4%	3%	3.0	47	i	-0.2%	18%	12%	16%	5%
Cn1nc(C(F)(F)F)c(C(=O)Nc2ccc(F)cc2F)c1Sc1cccc(C(F)(F)F)c1	3%	9%	0.2	90	i	0.0%	2%	11%	0%	-2%
CCOc1c2ccc(C(=O)NCc3ccc(OC(F)(F)F)cc3)cc2nn1CC	4%	5%	1.1	55	i	0.0%	12%	.	15%	0%
COc1ccccc1C1C(C(N)=O)=C(C)Nc2ncnn21 (stereo not drawn)	-11%	-1%	-2.0	63	i	0.3%	3%	-11%	27%	3%
CCCN1CCN(CCCNC(=O)c2cc3c(s2)-c2ccccc2OC3)CC1	41%	-23%	-1.5	48	.	-0.1%	6%	-8%	10%	-5%
O=C1CSC(c2ccc([N+](=O)[O-])cc2)N1c1ccccc1F (stereo not drawn)	-3%	9%	0.2	79	.	0.0%	-8%	-2%	11%	6%

Other records follow.
SMILES	AID2073	MgcRacGAP inhibition	NTR1 ag	NTR1 ag cell count 20 µM	Yfh1-off respiration	GPR55 beta-arrestin	GPR35 arrestin U2OS	GPR55 LPI antagonism	SV40 large T antigen	NS5 inhibitors	others
CCn1c(=O)c2sccc2n(Cc2cc(C(=O)OC)ccc2OC)c1=O	-1%	-3%	0.2	63	.	0.2%	5%	1%	15%	-13%
COC(=O)c1cc(C(=O)N2CCN(c3cccc(C)c3C)CC2)cc([N+](=O)[O-])c1	1%	5%	3.2	91	i	0.4%	1%	-36%	23%	0%
CCCCN(C)C(=O)c1nc2ccccn2c1CN1CCN(c2ncccn2)CC1	11%	1%	-2.4	55	i	0.0%	2%	-3%	8%	-2%
CC(C)OC(=O)c1c(NS(=O)(=O)c2ccccc2)sc2c1CCCC2	-7%	2%	0.6	57	i	0.3%	-9%	15%	14%	-2%
CCCN1CNC(=S)N(CCc2ccccc2)C1	-7%	4%	0.9	41	i	0.2%	-20%	4%	11%	-5%
CCn1nc(NS(=O)(=O)c2ccccc2)c2cc3cc(C)ccc3nc21	-10%	16%	-0.2	66	.	-0.1%	-2%	6%	21%	3%
CCCOc1cccc(C(=O)Nc2cccnc2)c1	1%	1%	1.2	54	i	-0.2%	-1%	5%	2%	1%
O=S(=O)(Nc1cccnc1)c1cccs1	-3%	8%	1.4	68	i	-0.1%	2%	5%	-5%	-5%
CCOc1c(Br)cc(/C=C2/SC(=O)N(CC(=O)N3CCCC3)C2=O)cc1OC	?	7%	3.9	97	.	-0.2%	-6%	24%	-5%	-3%
Cc1ccc(NC(=O)CCC(=O)c2cc(C)sc2C)nc1	.	3%	-1.1	51	.	.	.	.	14%	-6%
CCOc1ccccc1NC(=O)c1cccc2ccccc12	8%	2%	0.4	77	.	0.5%	8%	-26%	7%	-21%
CC1CCN(C(c2ccc(N(C)C)cc2)c2nnnn2C(C)(C)C)CC1 (stereo not drawn)	6%	-1%	1.3	66	i	-0.1%	18%	?	11%	-3%
O=C(Nc1nc2ccccc2s1)C1CC(=O)N(c2ccccc2)C1 (stereo not drawn)	2%	1%	-1.7	91	i	-0.1%	10%	0%	5%	-2%
Cc1ccc(S(=O)(=O)N(C#N)c2nc(C)cc(C)n2)cc1	-1%	-6%	0.6	95	i	0.3%	12%	-5%	16%	2%
CCOc1ccc(NC(=S)NN2C(C)CCCC2C)cc1 (stereo not drawn)	-3%	6%	1.6	68	i	-0.3%	-3%	10%	9%	-1%
COc1ccc(C(=O)CSc2nnc(-c3ccco3)n2CC2CCCO2)cc1 (stereo not drawn)	-8%	14%	-2.8	37	i	-0.1%	6%	-2%	9%	-12%
COc1ccc(N2C(=O)N(Cc3ccccc3F)c3ccccc3S2(=O)=O)cc1	-2%	.	.	.	i	-0.5%	0%	14%	-4%	.
CCCNc1c(NS(=O)(=O)c2c(F)c(F)c(F)c(F)c2F)c(=O)oc2ccccc12	-1%	3%	0.4	54	.	-0.1%	5%	7%	11%	8%
C[C@H](CO)NC(=O)[C@@H]1C[C@H]1[C@@H](NP(=O)(c1ccccc1)c1ccccc1)c1ccccc1	-5%	5%	1.1	37	i	-0.2%	-3%	-3%	5%	4%
Cc1ccc(NC(=O)c2ccc(Cl)cc2Cl)cc1O	9%	-6%	-0.1	59	i	-0.3%	15%	-2%	6%	-4%
COc1cc(OC)c(C(=O)OCC(=O)c2cc(C)n(CC3CCCO3)c2C)cc1OC (stereo not drawn)	?	6%	0.1	50	i	0.1%	-10%	5%	12%	1%
Cc1ccccc1C(=O)Nc1ccnn1C1CCN(C(C)Cc2ccccc2F)CC1 (stereo not drawn)	9%	9%	-0.8	74	.	-0.1%	-6%	19%	19%	-5%
COc1ccc(/C(N)=N/OC(=O)CCc2ccccc2)cc1	-3%	10%	-0.3	35	i	-0.1%	-7%	-2%	25%	-5%
CCN(CC(=O)NCc1ccc(F)cc1)C(=O)Cc1ccc(OC)cc1	5%	6%	-1.1	48	.	0.5%	12%	5%	15%	-4%
CCc1cc(C=C(Cl)Cl)oc(=O)c1C	-2%	5%	1.1	49	i	-0.2%	-1%	6%	10%	-6%

New compounds follow.
SMILES	AID2073	MgcRacGAP inhibition	NTR1 ag	NTR1 ag cell count 20 µM	Yfh1-off respiration	GPR55 beta-arrestin	GPR35 arrestin U2OS	GPR55 LPI antagonism	SV40 large T antigen	NS5 inhibitors	others
O=C1CCCCCCCN1Cc1ccccc1	.	1%	2.3	65	.	.	.	.	5%	-3%
CCOc1ncccc1C(=O)OCC(=O)Nc1ccc(C)c(S(=O)(=O)N(C)C)c1	2%	3%	-1.2	38	i	0.4%	-1%	0%	3%	2%
Cc1c(NC(=O)CSCc2ccc(Cl)cc2Cl)cccc1C(=O)O	11%	7%	-0.2	72	.	-0.1%	-9%	-2%	5%	-5%	NS5 inhibitors pilot replicate=3.0
CC1=C(C(=O)Nc2ccccc2C)C2(CCCC2)C(C(N)=O)C(=O)N1 (stereo not drawn)	-8%	-3%	-0.7	87	i	0.0%	9%	-5%	2%	-3%
Oc1[nH]c2ccccc2c1C1=NCCCC1	-9%	31%	-0.7	41	i	-0.2%	13%	12%	21%	-3%
O=C1CC(Nc2ccc(N3CCOCC3)cc2)C(=O)N1c1ccccc1F (stereo not drawn)	-48%	?	-0.8	88	?	-0.5%	15%	-2%	?	10%
O=C(/C=C/c1ccccc1[N+](=O)[O-])OCC(=O)c1ccccc1	-3%	-2%	4.8	60	i	-0.1%	3%	5%	15%	-7%
O=C1CSC(c2cccnc2)N1c1cccc(Cl)c1 (stereo not drawn)	-3%	3%	0.2	45	i	-0.5%	-10%	14%	7%	-1%
O=C(CCS(=O)(=O)c1ccc(Cl)cc1)Nc1ccccc1Br	10%	0%	0.7	55	.	-0.2%	9%	-3%	5%	9%
O=C(CCC1COc2ccccc2O1)Nc1ccc(Cl)cn1 (stereo not drawn)	-5%	2%	0.3	62	i	0.0%	-5%	2%	1%	-8%

Screening results from PubChem BioAssay.
